G9a block: G9a (human) methyltransferase inhibition | Q96KQ7 | G9a H3K9 monomethylation, AlphaScreen, 2 h | Potency, µM (doses to about 102 µM), without a hit: top-dose activity, negative = inhibition, most hits filed as inhibitors | 350,000 tested, 8.8% active; also: % is scaled to controls: 0 for no effect and ±100 for the full control effect; nearly all actives have a fitted effect of over 75% in size
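Step 1: enzyme (final 20 nM) with compound, 15 min RT. Step 2: substrate peptide 500 nM and SAM 20 uM, 2 h RT. Step 3: anti-H3K9me1 antibody and AlphaScreen beads, 10 min, then plate read.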
Pol iota inh: inhibitors of human DNA polymerase iota. Pol iota fluorescent replication assay, 10 min. 390,000 tested, 1% active. Potency, µM (series often up to 115 µM), without a hit: top-dose activity, negative = inhibition, usual class: inhibitors. Q9UNA4
Target sequence (Q9UNA4 whole entry, looked up): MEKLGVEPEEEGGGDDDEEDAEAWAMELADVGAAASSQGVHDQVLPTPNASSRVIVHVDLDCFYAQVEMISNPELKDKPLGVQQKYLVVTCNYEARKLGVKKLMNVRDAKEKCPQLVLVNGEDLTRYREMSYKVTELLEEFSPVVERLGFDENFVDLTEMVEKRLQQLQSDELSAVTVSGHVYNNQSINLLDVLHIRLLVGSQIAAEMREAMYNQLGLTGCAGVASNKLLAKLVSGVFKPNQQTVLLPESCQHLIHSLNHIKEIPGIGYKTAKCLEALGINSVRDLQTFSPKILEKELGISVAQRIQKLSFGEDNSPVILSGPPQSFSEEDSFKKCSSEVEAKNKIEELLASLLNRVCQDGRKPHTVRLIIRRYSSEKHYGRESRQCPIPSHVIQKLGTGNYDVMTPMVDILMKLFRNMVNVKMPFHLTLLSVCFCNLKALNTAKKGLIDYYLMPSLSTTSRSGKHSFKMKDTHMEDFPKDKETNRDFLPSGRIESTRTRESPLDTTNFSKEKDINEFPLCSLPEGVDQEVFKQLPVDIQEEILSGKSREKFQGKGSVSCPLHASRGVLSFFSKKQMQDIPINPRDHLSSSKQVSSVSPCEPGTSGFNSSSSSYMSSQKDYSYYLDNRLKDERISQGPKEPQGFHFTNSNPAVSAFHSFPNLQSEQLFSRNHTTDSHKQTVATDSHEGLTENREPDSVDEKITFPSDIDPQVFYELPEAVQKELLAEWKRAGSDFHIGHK
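Fluorescent replication assay read twice, at 0 min and 10 min after adding 50 nM (final) substrate. Enzyme (10 nM) and compounds were first incubated 15 min at room temperature; enzyme-free buffer wells were negative controls.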
GLS inhibitor: glutaminase GLS (human) inhibition; AID 624170; Potency, µM (top dose mostly 45.5 µM), for the others: at the highest dose activity change, negative = inhibition, most hits filed as inhibitors; 410,000 tested, 0.21% active; GLS enzymatic activity, qHTS titration; also: % is scaled to controls: 0 for no effect and ±100 for the full control effect
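Human kidney-isoform GLS in 45 mM KH2PO4 pH 8.2, 0.02% Tween-20, with compound, started with 1mM L-Glutamine (added stock). Glutamate oxidase/HRP/Amplex red coupled fluorescence read at start and after 30 min at RT.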
BAZ2B block: inhibitors of human BAZ2B bromodomain. AlphaScreen BAZ2B-H3K14Ac peptide displacement. Potency, µM (top dose mostly 114 µM), for inactives: top-dose activity change, negative = inhibition, actives largely listed as inhibitors. 360,000 tested, 4.4% active; also: % is scaled to controls: 0 for no effect and ±100 for the full control effect; nearly all actives have a fitted effect of over 60% in size
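Inhibition is scored as reduced AlphaScreen emission. The BAZ2B/b-H3(5-23)K14Ac complex (50 nM each) in PBS pH 7.4, 0.01% Tween-20 meets compound (up to 110 uM) for 30 min at RT before bead addition.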
Pin1 inhibitor: inhibitors of human Pin1; Pin1 FP peptide displacement, HiFluor488, 10 min; Potency, µM (series often up to 115 µM), without a hit: at the top dose activity, negative = inhibition, most hits filed as inhibitors; 390,000 tested, 0.009% active; AID 504891; active = well fitted inhibition curve with a large enough effect in the polarisation, with a control signal flat, not every such curve was filed as active; inconclusive = small, poorly fitted or top-dose-only effect, or effect the other way, or a change in a side signal; inactive = no such curve, though single readings can be large or run the other way; the % refers to the polarisation; also: % is scaled to controls: 0 for no effect and ±100 for the full control effect
Target sequence (Q13526 whole entry, looked up): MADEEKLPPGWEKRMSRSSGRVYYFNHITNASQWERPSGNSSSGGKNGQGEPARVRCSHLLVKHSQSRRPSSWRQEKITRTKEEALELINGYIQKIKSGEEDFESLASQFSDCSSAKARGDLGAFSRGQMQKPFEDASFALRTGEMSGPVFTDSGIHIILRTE
HP1b binding inh: blocks HP1-beta chromodomain binding to methylated histone tails; AlphaScreen HP1-beta / biotin-H3K9me3 peptide binding; Potency, µM (doses to about 114 µM), for the others: top-dose activity change, negative = inhibition, hits mostly inhibitors; 390,000 tested, 0.56% active; AID 540317; also: nearly all actives have a fitted effect of over 70% in size; inactives centre near 23
Target sequence (P83916 whole entry, looked up): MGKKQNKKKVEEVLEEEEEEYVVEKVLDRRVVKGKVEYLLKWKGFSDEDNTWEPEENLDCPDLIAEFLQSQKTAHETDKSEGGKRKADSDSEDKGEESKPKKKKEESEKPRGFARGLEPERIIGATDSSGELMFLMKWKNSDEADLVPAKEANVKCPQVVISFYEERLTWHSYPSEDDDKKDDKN
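HP1-beta protein (50 nM final) preincubated 30 min at room temperature with biotinylated H3(1-18)K9me3 peptide (50 nM) in PBS pH 7.4, 0.01% Tween-20, then compound added for 30 min. AlphaScreen streptavidin donor/nickel chelate acceptor beads (10 ug/mL final), 30 min dark, luminescence read.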
Tb PGK inh: inhibitors of T. brucei phosphoglycerate kinase; PGK/GAPDH coupled, Kinase-Glo luminescence, 60 min; Potency, µM (highest dose often 57.5 µM), for the others: at the highest dose activity change, negative = inhibition, actives largely listed as inhibitors; 380,000 tested, 0.043% active; also: % is scaled to controls: 0 for no effect and ±100 for the full control effect; nearly all actives have a fitted effect of over 60% in size
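Luminescent ATP detection (Kinase-Glo Plus) follows a 60-minute room-temperature incubation, with wells lacking PGK as controls. Buffer: 100 mM TEA (pH 7.6), 5 mM MgCl2, 0.01% Tween-20. Coupling enzyme GAPDH (100 nM final) supplies unstable 1,3-BPG in-well.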
BLM helicase inh: Bloom syndrome helicase (human) inhibition | recombinant BLM DNA unwinding, fluorescence dequenching | Potency, µM (doses to about 56.1 µM), for the others: at the top dose activity change, negative = inhibition, actives largely listed as inhibitors | 350,000 tested, 0.2% active | AID 2528;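 also: plate controls were vehicle for no effect and no enzyme for full effect; nearly all actives have a fitted effect of over 35% in size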
JMJD2A Tudor inh: inhibitors of human JMJD2A Tudor domain | AlphaScreen JMJD2A-Tudor / H3K4me3 peptide binding | O75164 | 390,000 tested, 4.4% active | Potency, µM (series often up to 114 µM), for the others: top-dose activity change, negative = inhibition, hits mostly inhibitors | AID 504339; also: % is scaled to controls: 0 for no effect and ±100 for the full control effect; nearly all actives have a fitted effect of over 50% in size
Starred values were filed as active, the others as inactive; i = inactive; ? = inconclusive; · = no result given; [ ] = dose if it differs, or a comment. Unless noted, calls follow the shape of the dose curve; as a rule, active = well fitted curve in the direction sought with a large enough effect; inconclusive = small, poorly fitted or top-dose-only effect, or another doubt; inactive = no such curve, though single readings can be large; an effect the other way counts as inactive or inconclusive. Potency is read from the fitted curve at half-maximal effect.

The first three compounds as a preview:
SMILES | G9a block | Pol iota inh | GLS inhibitor | BAZ2B block | Pin1 inhibitor | HP1b binding inh | Tb PGK inh | BLM helicase inh | JMJD2A Tudor inh
Cc1ccc(-c2nc3cc(C(C)C)ccc3o2)cc1NC(=O)c1cc2ccccc2o1 | -47%[59 µM] | 10% | 1% | 3% | -20% | 35%[activator] | i | -4% | -8%
Cc1ccc(/C(N)=N/OC(=O)c2ccc(Cl)cc2Cl)cc1 | 63%[59 µM] | 21% | -5% | 21% | 1% | 95%[activator] | -3% | -7% | 66%[activator]
CC(=O)Nc1ccc(C(=O)Cn2nnc3ccccc3c2=O)cc1 | ? | -9%[58.9 µM] | 0% | -3% | -5% | 29% | ? | -3% | -9%

The whole of this part, repeating the preview:
SMILES | G9a block | Pol iota inh | GLS inhibitor | BAZ2B block | Pin1 inhibitor | HP1b binding inh | Tb PGK inh | BLM helicase inh | JMJD2A Tudor inh
Cc1ccc(-c2nc3cc(C(C)C)ccc3o2)cc1NC(=O)c1cc2ccccc2o1 | -47%[59 µM] | 10% | 1% | 3% | -20% | 35%[activator] | i | -4% | -8%
Cc1ccc(/C(N)=N/OC(=O)c2ccc(Cl)cc2Cl)cc1 | 63%[59 µM] | 21% | -5% | 21% | 1% | 95%[activator] | -3% | -7% | 66%[activator]
CC(=O)Nc1ccc(C(=O)Cn2nnc3ccccc3c2=O)cc1 | ? | -9%[58.9 µM] | 0% | -3% | -5% | 29% | ? | -3% | -9%
Cc1ccc(CCNC(=O)CCNS(=O)(=O)c2ccc3c(c2)c(=O)n(C)c(=O)n3C)cc1 | -1% | -3%[58.9 µM] | -9% | 0% | 1% | 17% | -6% | 0% | -22%
CC(=O)Nc1ccc(NC(=O)C2CCCN2C(=O)NCc2ccccc2)cc1 (stereo not given) | -11% | 16% | 5% | 4% | -4% | 7% | -11% | -2% | -14%
CC(=O)c1ccccc1NC(=O)COC(=O)c1c(C)nn(-c2ccccc2)c1C | -16%[12.7 µM] | 43% | -6% | -3% | -5% | 62%[activator] | -1% | · | 10%
Cc1ccc(S(=O)(=O)NNc2ccccc2)c(C)c1 | 1µM* | -10% | -28% | 56µM* | -8% | -58% | i | -4% | 5µM*
COc1ccc([C@H]2CC(=O)C=C(c3ccc(OC)c(F)c3)C2)cc1 | -6%[2.33 µM] | ? | 3% | -1% | 0% | 10% | i | · | -19%
CCCN(CCC)CCNC(=O)c1cc(-c2ccc(Br)s2)nc2ccccc12 | -1%[59 µM] | 13% | -26% | 2% | 12% | 2% | -10% | -9% | -19%
COc1cc(/C=C/c2[nH]c(=O)[nH]c(=O)c2[N+](=O)[O-])cc(OC)c1O | 9% | -10% | 2% | -25% | -2% | 20% | -7% | -10% | -12%
O=C(Nc1ccc(NC(=O)c2ccco2)c(Cl)c1)c1ccccc1 | 7% | -9% | -1% | -12% | 10% | 20% | -9% | -6% | -12%
CC(=O)Nc1ccc(S(=O)(=O)NCc2ccc(C)n2C)cc1 | 40µM* | 82%[activator] | -1% | ? | -9% | 13% | 2% | -15% | -6%
COC(=O)c1ccc(NC(=O)c2c(NCc3cccc(F)c3)sc3c2CCCC3)cc1 | ? | -17% | -11% | -35% | -8% | -12% | -4% | -11% | ?
OCCCNc1ncnc2c1[nH]c1ccccc12 | -13%[59 µM] | 20% | 18% | -20% | 2% | 25% | -3% | -3% | -5%
COc1cc(OC)c(NC(=O)NCc2cccn2Cc2ccccc2)cc1Cl | -6%[59 µM] | -2% | 5% | -27% | 7% | 58% | i | -2% | ?
Cc1ccc(-c2[nH]ncc2CNCc2ccccc2)cc1 | · | 12% | · | · | -3% | 36%[activator] | · | · | -13%
CCOc1ccc(C(=O)NCC(c2ccc3c(c2)OCO3)N2CCOCC2)cc1 (stereo not given) | 8%[59 µM] | 12% | 1% | 5% | 3% | 14%[57 µM] | i | -1% | -22%
COc1cc(-c2cc3nc4ccccc4n3c(N)c2C#N)cc(OC)c1OC | 18% | 1% | 4% | -11% | 17% | 35% | 1% | -1% | 8%
Cc1ccc(NC(=O)CC2C(=O)N(Cc3ccccc3)C(=S)N2NC(=O)c2cccc(F)c2)c(C)c1 (stereo not given) | 30%[59 µM] | 20% | 13% | -2% | 10% | 31% | 5% | 0% | -8%
Cc1cccc(NC(=O)NCc2ccc3c(c2)cc(C)n3C)c1 | ? | 17% | -5% | ? | -20% | -5% | i | -14% | ?
Cc1ccc(S(=O)(=O)NNC(=O)Nc2ccccc2F)c(C)c1 | 50µM* | 17% | 24% | -18% | -6% | 30% | -6% | 1% | -12%
Cc1cc(C)n(CCC(=O)N2c3ccccc3CC2C)n1 (stereo not given) | -3% | -11% | -7% | -18% | ? | 1%[57 µM] | -10% | 0% | -19%
O=C(Nc1ccc(S(=O)(=O)Nc2ncccn2)cc1)C1CC(=O)N(c2ccccc2)C1 (stereo not given) | -42% | 12% | 1% | 13% | 0% | 19% | -1% | · | -12%
O=C(CSc1nnc2c(Cl)cc(Cl)cn12)N1CCN(S(=O)(=O)c2ccccc2)CC1 | ? | 13% | -14% | 0% | 2% | 25% | -11% | 2% | 9%
CCOC(=O)N1CCN(c2ccc([N+](=O)[O-])cc2)CC1 | 10%[59 µM] | 2% | 9% | -6% | 4% | 8% | 3% | 4% | -6%

Limited to GLS inhibitor and BAZ2B block (2 entries from above):
| canonical_smiles | GLS inhibitor | BAZ2B block |
| --- | --- | --- |
| Cc1ccc(S(=O)(=O)NNC(=O)Nc2ccccc2F)c(C)c1 | 24% | -18% |
| Cc1cc(C)n(CCC(=O)N2c3ccccc3CC2C)n1 (stereo not given) | -7% | -18% |

Following part
SMILES | G9a block | Pol iota inh | GLS inhibitor | BAZ2B block | Pin1 inhibitor | HP1b binding inh | Tb PGK inh | BLM helicase inh | JMJD2A Tudor inh
Cc1ccc(SCCC(=O)N2CCC(C)CC2)cc1 | 7%[59 µM] | 9% | 2% | 14% | -6% | 58%[activator] | 10% | 2% | -1%
Cc1ccc(-c2csc(N(CCO)CCCn3c(C(F)(F)F)nc4cc(C(F)(F)F)ccc43)n2)cc1 | 25µM* | 47%[activator] | 9% | ? | 67%[activator] | 4% | 7% | -14% | -35%
Cc1ccc(-n2c(=O)c(C#N)cc3c(=O)n4ccccc4nc32)cc1 | 10%[59 µM] | 124%[activator] | -3% | 5% | ? | 27% | 10% | -3% | 12%
Cc1cc(C)n(C(=O)CCNC(=O)c2ccccc2Cl)n1 | 1%[59 µM] | 6% | -1% | 0% | -1% | 26% | -3% | 3% | -3%
Clc1ccc2nc(Nc3ccccc3Cl)nc(-c3ccccc3)c2c1 | 112%[activator][59 µM] | -1% | 1% | 23% | 9% | 49%[activator] | · | -2% | 58%[activator]
COCCCn1c(=O)c2sccc2n(Cc2ccccc2C)c1=O | 17% | -5% | 3% | -32% | -4% | 34% | i | -5% | 1%
N#CCc1ccc(NC(=O)c2ccc(S(=O)(=O)N3CCOCC3)cc2)cc1 | 9% | 13% | 4% | 0% | 6% | 43%[activator] | 3% | 0% | -12%
Cc1nc2ccc(NC(=O)c3ccc(S(=O)(=O)N4CCOCC4)cc3)cc2s1 | ? | 11% | 1% | 0% | 2% | 15% | 1% | -15% | -16%
Cn1c(=O)c2c(nc(CN3CCC(C(N)=O)CC3)n2CCCc2ccccc2)n(C)c1=O | 11%[2.33 µM] | 15% | 1% | 12% | -1% | 40% | -3% | 0% | -5%
O=S(=O)(N/N=C1\CCCc2ccccc21)c1ccccc1 | 15%[12.7 µM] | 8% | -6% | 11% | 2% | 27% | 1% | · | -7%
Cc1ccc([N+](=O)[O-])cc1S(=O)(=O)Nc1ccc(-c2ccc(N3CCCC3)nn2)cc1 | -2%[2.33 µM] | ? | 2% | -1% | 7% | 2% | -8% | · | -26%
CCN(CCCNC(=O)Cn1ncc2c3ccccc3n(C)c2c1=O)Cc1ccccc1 | 1%[59 µM] | 7% | 5% | -2% | -7% | 21% | 6% | -5% | -12%
N#Cc1ccc(Oc2ccc(-c3cnc4ccccc4n3)cc2)cc1C#N | ? | 19% | 3% | -5% | 0% | 17% | -2% | 2% | -14%
O=C(CCC(=O)OCc1ccc([N+](=O)[O-])cc1)Nc1ccc(F)cc1 | 31% | 34% | -11% | -12% | 0% | 39% | -1% | -2% | 6%
O=C(/C=C/c1cccc(F)c1)NNC(=O)c1ccncc1 | 12%[0.501 µM] | 16% | -1% | 11% | ? | 44%[activator] | 3% | · | 1%
CC12CCC(=O)N1C(C(=O)N1CCN(c3ccccc3)CC1)CS2 (stereo not given) | ? | 28% | 18% | -3% | -1% | 2% | -9% | · | -12%
CCc1ccc(C2(O)CC(C(F)(F)F)=NN2C(=O)Cc2ccc([N+](=O)[O-])cc2)cc1 (stereo not given) | -5%[59 µM] | 25% | 0% | -6% | 0% | 15% | -2% | -2% | -29%
COCn1c(COc2ccccc2)nc2ccccc21 | 18%[59 µM] | -1% | -3% | 0% | 0% | 12% | -10% | -4% | -8%
Cc1ccc(C(=O)NC=C(Cl)Cl)cc1 | -29%[12.7 µM] | 1% | 1% | 34%[activator] | -5% | 35% | -1% | 5% | -13%[57.1 µM]
CCOC(=O)C(NC(=O)CC(C)C)(Nc1sc2c(c1C(N)=O)CCCC2)C(F)(F)F (stereo not given) | ? | 17% | -8% | 1% | 6% | 34% | -4% | -1% | -13%
Cc1nn2cc(-c3cccc(Cl)c3)cnc2c1Br | 33%[12.7 µM] | -23% | 2% | -8% | 12% | 10% | 4% | -11% | -11%
Cc1cccc(CSc2ncc(Cl)c(C(=O)Nc3nnc(C)s3)n2)c1 | -7%[59 µM] | -5% | 8% | -8% | 2% | 26% | 7% | -3% | -31%
CC(=O)c1ccc(N2CCN(C(=O)C3CCCN(c4ncnc5c4nc4n5CCCCC4)C3)CC2)cc1 (stereo not given) | · | 27% | 5% | ? | 0% | 27% | -1% | 0% | -13%
CCC(C(=O)Nc1cccc(Cl)c1C)n1nc(C)c2sc3ccccc3c2c1=O (stereo not given) | -8%[59 µM] | 46%[activator] | 2% | -8% | ? | 19% | -1% | -1% | -18%
O=C(CCS(=O)(=O)c1ccc(Cl)cc1)Nc1cccc(S(=O)(=O)N2CCCCCC2)c1 | · | 15% | 6% | · | 5% | 14% | i | · | -24%

High-throughput results: PubChem, National Center for Advancing Translational Sciences (NCATS)

This is a subset; count on the stated rates, not on these rows.
